PfHsp90 yeast 2: reduces growth (ATP signal) of yeast expressing P. falciparum Hsp90. inhibition, % at 9.4 µM. S. cerevisiae expressing PfHsp90, BacTiter-Glo ATP, 48 h; yeast lacking PDR1 and PDR3 efflux regulators. 310,000 compounds, 0.32% hits;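 active means every replicate shows inhibition above about 80%, whatever the replicate mean, limit read from the data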;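 further: 0% = DMSO neutral controls and 100% = 20 µM radicicol positive controls; yeast relying on Plasmodium falciparum Hsp90 in place of its own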
AddAB inh: less growth of phage-infected E. coli with AddAB. E. coli expressing H. pylori AddAB, absorbance growth. inhibition, % at 11.9 µM. 330,000 compounds, 0.29% hits; in the data active means inhibition above about 12%;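 further: 0% = vehicle wells of infected cells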
phage Ecoli inh: E. coli growth loss with phage present. growth absorbance. 360,000 compounds, 0.26% hits. AID 651602. inhibition, % at 11.9 µM; in the data active means inhibition above about 11%
Tat transport: E. coli Tat transport inhibition. E. coli MC4100 TorA-mCherry Tat export, fluorescence. inhibition, % at 10 µM. 340,000 compounds, 0.036% hits;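 active means mean replicate inhibition at least 50% and at least half of replicates individually reaching 50%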;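 further: exported cargo escapes ClpAP degradation while cytoplasmic cargo is degraded and loses fluorescence; 0% = median of neutral control wells and 100% = median of NaSCN control wells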
Arr AP2 block: inhibitors of human beta-arrestin and AP2 interaction | 340,000 compounds, 0.31% hits | inhibition, % at 10 µM | AID 504490 | FITC-arrestin peptide / GST-AP2 beads, flow cytometry; AP2 beta2 appendage carries R879A mutation;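 active means inhibition above a set limit, near 3 SD of compounds lacking own fluorescence, cut at about 54% in these data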;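 further: plate controls were DMSO wells for no effect and 5 µM unlabelled arrestin peptide for full effect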
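system = GST-tagged AP2 beta2-adaptin appendage (R879A) on 4 µm glutathione beads | reagent = FITC-labelled arrestin peptide probe, 50 nM final | schedule = compound with beads 12 min RT, then probe 1 h RT | signal = HyperCyt-sampled flow cytometry, FL1 channel, ex 488/em 535 nm | read-out = percent response from loss of bead-bound FITC fluorescence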
MOR-DOR ag: agonists of human mu-delta opioid receptor heterodimerization; P35372+P41143; cells, OPRM1-OPRD1 heterodimerization, luminescence; activation, % at 9.3 µM; 340,000 compounds, 0.3% hits; in the data active means activation above about 18%;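 further: 0% = vehicle-treated cells and 100% = reference agonist; values of inactives mirror those of a sister screen read the other way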
PKA-R1A activ: activators of PKA-R1A complex | P00514+P68181 | activation, % at 11.4 µM | 340,000 compounds, 0.083% hits | PKA-R1A dissociation, Cy5-IP20 fluorescence polarization; scaled: DMSO 0%, 113 µM cGMP 100%;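 active means percent activation above the mean of all tested compounds plus 3 SD, cut at about 19% in these data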;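 further: higher means more PKAc released from R1A so a rise in polarization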
OPRM1-OPRD1 inv: inverse agonist of human OPRM1-OPRD1 heterodimerization; P35372+P41143; cell-based MOR-DOR heterodimer luminescence, inverse agonism; inhibition, % at 9.3 µM; 340,000 compounds, 0.21% hits; AID 504357; in the data active means inhibition above about 22%, passing the limit was not always enough;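 further: 0% = cells with DMSO and 100% = wells without cells with DMSO; values of inactives mirror those of a sister screen read the other way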
Ecoli viability: reduces bacterial viability in AddAB counter-screen; E. coli V3065 growth, OD600 absorbance, 18 h; inhibition, % at 11.9 µM; 330,000 compounds, 0.27% hits; AID 449728;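 active means inhibition above the campaign's mean inhibition across all tested compounds plus 3 SD, cut at about 9.9% in these data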;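 further: uninfected addAB+ strain grown without phage in ampicillin broth; 0% = DMSO wells and 100% = ciprofloxacin 0.95 µg/ml wells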
Pemphigus Ab inh: inhibitors of pemphigus antibody binding to human desmoglein-3. P32926. DSG3-coupled beads, scFv-anti-DSG3-GFP binding, flow cytometry; active compounds read low. binding (percent of control), % at 10 µM. 310,000 compounds, 0.48% hits;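 active means binding more than 3 SD below its plate's average and above zero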;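 further: hits lower antibody fragment binding to DSG3; some compounds called inactive have numbers as strong as hits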
Target sequence (P32926 whole entry, looked up, the tested form may be a part): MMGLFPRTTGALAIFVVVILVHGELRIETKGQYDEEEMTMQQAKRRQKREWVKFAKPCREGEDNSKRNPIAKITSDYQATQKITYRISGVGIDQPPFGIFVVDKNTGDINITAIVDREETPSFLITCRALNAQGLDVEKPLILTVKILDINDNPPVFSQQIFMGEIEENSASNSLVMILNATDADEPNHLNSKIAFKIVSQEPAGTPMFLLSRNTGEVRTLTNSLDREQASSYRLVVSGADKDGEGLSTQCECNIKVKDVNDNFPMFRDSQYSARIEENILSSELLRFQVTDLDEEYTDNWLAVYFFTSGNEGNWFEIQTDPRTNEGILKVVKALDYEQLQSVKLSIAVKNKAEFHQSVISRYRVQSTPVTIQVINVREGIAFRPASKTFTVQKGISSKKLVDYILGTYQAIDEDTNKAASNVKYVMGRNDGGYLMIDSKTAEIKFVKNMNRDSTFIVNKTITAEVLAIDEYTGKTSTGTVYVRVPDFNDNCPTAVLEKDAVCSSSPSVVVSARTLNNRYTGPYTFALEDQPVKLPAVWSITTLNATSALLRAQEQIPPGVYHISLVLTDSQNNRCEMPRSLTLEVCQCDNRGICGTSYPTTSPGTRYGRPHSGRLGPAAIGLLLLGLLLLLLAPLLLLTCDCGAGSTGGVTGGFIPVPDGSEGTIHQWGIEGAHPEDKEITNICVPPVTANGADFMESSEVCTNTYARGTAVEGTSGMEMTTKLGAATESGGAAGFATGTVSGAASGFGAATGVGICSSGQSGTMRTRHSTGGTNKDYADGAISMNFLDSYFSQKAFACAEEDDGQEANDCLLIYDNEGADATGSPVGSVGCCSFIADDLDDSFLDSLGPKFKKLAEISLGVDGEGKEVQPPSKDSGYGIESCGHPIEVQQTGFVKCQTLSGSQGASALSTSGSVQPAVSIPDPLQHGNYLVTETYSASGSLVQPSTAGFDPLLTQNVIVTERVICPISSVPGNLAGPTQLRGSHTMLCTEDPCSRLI
Mot1-301 SUMO: SUMOylation pathway inhibition by Mot1-301 growth rescue. growth rescue, % at 18.8 µM. S. cerevisiae Mot1-301 growth rescue, ATP luminescence, 38.5C; percent above DMSO median, 100 means doubled. 320,000 compounds, 1% hits;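 active means every valid replicate shows activation above 250% relative to neutral control wells; inactive means the rest, any valid replicate at or below 250%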;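 further: OY570 slx delta 5 strain wells were the positive control but not used for scaling; some compounds called inactive have numbers as strong as hits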
* marks the source's active call; other numbers are inactive results; nt = not tested or not shown.

SMILES | PfHsp90 yeast 2 | AddAB inh | phage Ecoli inh | Tat transport | Arr AP2 block | MOR-DOR ag | PKA-R1A activ | OPRM1-OPRD1 inv | Ecoli viability | Pemphigus Ab inh | Mot1-301 SUMO
O/N=C(\c1ccc(Cl)cc1)c1ncc(C(F)(F)F)cc1Cl | 0 | 2.9 | 8.4 | 5 | 3 | 14 | -4 | -81 | 2.9 | 106 | 4
CSc1nnc(-c2ccccc2)o1 | 6 | 0.3 | 3.6 | -4 | 24 | -2.1 | -7 | 11 | 1.1 | 101 | -5
O=C(NCc1cccnc1)c1ccc(-c2cccc(Cl)c2Cl)o1 | 13 | 1.7 | 6.2 | -6 | -1 | 1.8 | -3 | -13 | 0.3 | 269 | 8
Cc1ccc(C)c(NC(=O)c2cnn(-c3ccccc3)c2C)c1 | 12 | 4.4 | 1.7 | -6 | 3 | 1.9 | 5 | -10 | -0.1 | 115 | -13
Cc1nn(Cc2ccccc2)c(C)c1NC(=O)c1cc(-c2cccs2)on1 | -4 | 2.6 | 3.1 | 4 | 5 | -0.9 | -5 | 5 | 1.1 | 113 | 6
CCN(CC)C(=O)c1c(C)[nH]c(=S)c(C#N)c1-c1ccco1 | -1 | 6.0 | 4.0 | 0 | -5 | -0.7 | -4 | 3 | -1.6 | 103 | -3
CCCCN(C(=O)c1ccco1)c1c(N)n(CCC)c(=O)[nH]c1=O | 39 | -0.8 | 2.1 | 0 | 10 | -1.8 | -9 | 7 | -3.3 | 113 | -2
COc1ccc(NC(=O)c2noc3c2CCCCC3)cc1 | -34 | 4.6 | 1.9 | 0 | -6 | 0.9 | -5 | -5 | 1.2 | 96 | 101
CC[C@]1(C(=O)OC)[C@H]2C(=O)N(C)C(=O)[C@H]2[C@H]2CN=C(SC)N21 | -9 | nt | -0.7 | -3 | 1 | -4.1 | -7 | 19 | nt | 105 | nt
Cc1cc(N2CCCCC2)n2nc(C)c(-c3ccccc3)c2n1 | -34 | 2.6 | -2.0 | 11 | 0 | 1.1 | -3 | -5 | 1.8 | nt | 5
c1ccc2c(c1)[nH]c1c(N3CCCC3)ncnc12 | nt | 8.3 | 6.2 | -19 | 27 | 1.0 | 8 | -5 | 4.4 | nt | -16
Cc1ccc(NC(=O)O/N=C/c2c(C)nn(C(C)(C)C)c2C)cc1Cl | 18 | 0.3 | 1.4 | -10 | -5 | 1.5 | -4 | -7 | -0.2 | 114 | -10

Four records picked at random from those above, as already listed:
SMILES | PfHsp90 yeast 2 | AddAB inh | phage Ecoli inh | Tat transport | Arr AP2 block | MOR-DOR ag | PKA-R1A activ | OPRM1-OPRD1 inv | Ecoli viability | Pemphigus Ab inh | Mot1-301 SUMO
CC[C@]1(C(=O)OC)[C@H]2C(=O)N(C)C(=O)[C@H]2[C@H]2CN=C(SC)N21 | -9 | nt | -0.7 | -3 | 1 | -4.1 | -7 | 19 | nt | 105 | nt
CCN(CC)C(=O)c1c(C)[nH]c(=S)c(C#N)c1-c1ccco1 | -1 | 6.0 | 4.0 | 0 | -5 | -0.7 | -4 | 3 | -1.6 | 103 | -3
Cc1ccc(NC(=O)O/N=C/c2c(C)nn(C(C)(C)C)c2C)cc1Cl | 18 | 0.3 | 1.4 | -10 | -5 | 1.5 | -4 | -7 | -0.2 | 114 | -10
c1ccc2c(c1)[nH]c1c(N3CCCC3)ncnc12 | nt | 8.3 | 6.2 | -19 | 27 | 1.0 | 8 | -5 | 4.4 | nt | -16

The list goes on.
SMILES | PfHsp90 yeast 2 | AddAB inh | phage Ecoli inh | Tat transport | Arr AP2 block | MOR-DOR ag | PKA-R1A activ | OPRM1-OPRD1 inv | Ecoli viability | Pemphigus Ab inh | Mot1-301 SUMO
N#CC(C#N)=C(Nc1ccc(F)cc1)SCc1cccc(F)c1 | 12 | 8.2 | 11 | -14 | nt | 1.7 | -14 | -9 | 6.1 | 104 | -10
CN1CCc2nc(SCCOc3ccccc3)c(C#N)cc2C1 | -6 | -0.4 | 0.5 | -1 | 17 | -0.3 | -5 | 2 | -1.9 | 124 | -11
O=C(Nc1ccc2c(c1)OCO2)c1cnc(Cl)c(Cl)c1 | nt | nt | 5.7 | -6 | 27 | -1.1 | -1 | 7 | nt | 92 | nt
CC(C)Cn1nc(NC(=O)c2ccco2)c2cc3ccccc3nc21 | -10 | 0.9 | 1.2 | 6 | -1 | -3.6 | -1 | 19 | -1.5 | 109 | -12
Cc1c(Cl)cccc1NC(=O)CC(Cc1ccccc1)C(=O)O (stereo not drawn) | -12 | 0.3 | 2.0 | -3 | 8 | -0.4 | -6 | 2 | -1.5 | 102 | -5
CS(=O)(=O)NCC(c1cccnc1)N1CCN(c2ccccc2F)CC1 (stereo not drawn) | 35 | 1.1 | -1.2 | 1 | -5 | -2.2 | -11 | 11 | 1.6 | 97 | 207
CCCc1cc(=O)oc2cc(OCC(=O)Nc3cc(C)on3)ccc12 | -2 | 1.7 | 1.5 | 1 | 7 | -1.3 | -3 | 8 | 1.2 | 107 | 21
O=C(NCCc1ccc(Cl)cc1)C1CC(=O)N(C2CCCC2)C1 (stereo not drawn) | 10 | 1.5 | -1.0 | -7 | 5 | -1.7 | 9 | 8 | 0.0 | 106 | 0
O=C(O)CC(c1ccccc1)N1C(=O)c2cccc([N+](=O)[O-])c2C1=O (stereo not drawn) | -17 | 3.5 | -0.1 | 1 | 43 | -2.5 | 3 | 11 | -1.9 | 105 | 12
O=C(O)/C=C/c1ccc(S(=O)(=O)NCc2cccnc2)cc1 | -26 | -1.2 | 1.2 | -2 | 12 | -1.4 | 12 | 7 | 0.1 | 89 | -14
CC1CCN(Cc2cc(=O)oc3ccc4ccccc4c23)CC1 | 14 | 2.1 | 0.1 | -9 | 3 | 3.1 | -5 | -16 | 1.8 | 104 | 26
COC(=O)c1ccc(CNC(=O)COC(=O)C23CC4CC(CC(C4)C2)C3)cc1 | -9 | 3.5 | 2.9 | 1 | -9 | 0.5 | 10 | -2 | 1.6 | 100 | 17
COCC(=O)Nc1ccc(S(=O)(=O)Nc2nccs2)cc1 | -8 | 0.7 | 3.9 | -2 | 13 | -2.1 | -16 | 11 | -2.9 | 102 | 1
COc1ccc2nc(NC(=O)CSc3n[nH]c(N)n3)sc2c1 | nt | 0.3 | 3.0 | -5 | 12 | -1.2 | 0 | 7 | 1.8 | 97 | 21
O=c1[nH]nc(Sc2ncnc3sccc23)n1CCc1ccccc1 | -40 | 2.3 | 1.7 | 4 | 4 | 0.4 | 8 | -2 | -0.5 | 102 | 92
Cc1ccccc1N1CCN(S(=O)(=O)c2nnc(NC(=O)CC(C)C)s2)CC1 | -44 | -5.4 | 0.8 | -4 | -5 | 4.7 | 0 | -28 | -1.4 | 95 | -19
CCN(CC(=O)NCc1cccs1)C(=O)CCC(=O)c1ccc(F)cc1 | -3 | 6.1 | 1.8 | 12 | -17 | -0.9 | -9 | 6 | 2.1 | 103 | 50
CC(C)C(=O)Nc1nnc(SCC(=O)NCC2CCCO2)s1 (stereo not drawn) | -2 | 0.0 | 1.3 | -3 | 30 | -2.5 | 1 | 12 | -0.2 | 108 | -6
Cc1ccc(CN2CCN(/N=C/c3ccc(C)s3)CC2)cc1 | 4 | -0.5 | 0.9 | 2 | -5 | 3.2 | 4 | -17 | 1.7 | 110 | 2
Cc1ccccc1-c1ccccc1N | 17 | -2.0 | 1.5 | 1 | -8 | -0.8 | -5 | 5 | 0.0 | 93 | -3
COC(=O)c1ccc(NC(=O)C2CCCN2S(=O)(=O)c2ccc(OC)cc2)cc1 (stereo not drawn) | 5 | 1.9 | 0.8 | 8 | 9 | -0.9 | -14 | 4 | -1.4 | 101 | -1
COc1cc(C2c3c(oc4ccccc4c3=O)C(=O)N2c2ccc(C)cn2)ccc1O (stereo not drawn) | nt | 0.9 | 3.2 | -2 | 28 | -2.3 | -6 | 12 | -0.2 | 104 | -14
O=C(NCc1n[nH]c(=S)n1-c1cccc(Cl)c1)c1ccc(S(=O)(=O)N2CCCCC2)cc1 | -107 | -0.5 | -0.1 | -4 | 7 | 1.3 | 1 | -10 | -0.2 | nt | -7
COc1cc(CNCCc2ccccc2)cc(Cl)c1OCc1ccccc1 | -5 | 2.8 | 5.3 | 6 | 5 | 14 | 3 | -74 | 1.5 | 106 | 6
CN(Cc1ccccc1)C(=O)COC(=O)C1CCN(S(=O)(=O)c2cccs2)CC1 | 19 | 5.5 | 2.8 | 6 | -2 | nt | nt | nt | -0.1 | 102 | -12
CCc1cc2ccccc2nc1SCC(=O)N1CCN(C(=O)c2ccco2)CC1 | -5 | nt | 2.4 | 9 | 23 | -1.8 | -12 | 9 | nt | 97 | nt
CC(C)CCN(CCC(C)C)C(CO)(CO)CO | -6 | 1.0 | 4.5 | 4 | -2 | -1.1 | -6 | 6 | -0.9 | 105 | -3
C[C@@H](NC(=O)c1nc[nH]c1C(=O)N[C@@H](Cc1ccccc1)C(=O)OCc1ccccc1)c1ccccc1 | 0 | 0.9 | 0.2 | -5 | 10 | 1.3 | -10 | -8 | -1.0 | 110 | -10
CCOC(=O)c1cc2c(=O)n3cccc(C)c3nc2n(CCOC)c1=NC(C)=O | 1 | 1.2 | 3.0 | 0 | -13 | nt | nt | nt | 2.1 | 101 | -19
Cc1c(C(=O)N2CCCCC2)nn(-c2ccc(Cl)cc2)c(=O)c1C#N | nt | 1.4 | 5.9 | 5 | -21 | 1.2 | -2 | -6 | -3.8 | 117 | 11
CCN1CCN(CC(O)COc2ccc(C(C)=O)cc2)CC1 (stereo not drawn) | -3 | 2.6 | 1.1 | -4 | 1 | -1.4 | 16 | 7 | 0.9 | 106 | 352
CCCCn1c(N)c(N(CCOC)C(=O)c2cc(-c3ccco3)nc3ccccc23)c(=O)[nH]c1=O | 5 | 3.8 | -0.3 | -6 | 30 | 0.2 | 4 | -1 | -2.2 | 99 | -11
c1ccc(COc2cccc(CNCc3ccccn3)c2)cc1 | -38 | 0.1 | 1.1 | 4 | 6 | 8.1 | 13 | -59 | -4.6 | 109 | 2
CC(=O)Nc1nc(NCc2ccccc2Cl)n(-c2ccccc2)n1 | 4 | -0.2 | 1.4 | 18 | -11 | -1.6 | -3 | 8 | -0.2 | 101 | 7

Some of the entries so far, with two lines to a compound.
Order of results – PfHsp90 yeast 2	AddAB inh	phage Ecoli inh	Tat transport	Arr AP2 block	MOR-DOR ag	PKA-R1A activ	OPRM1-OPRD1 inv	Ecoli viability	Pemphigus Ab inh	Mot1-301 SUMO
CCOC(=O)c1cc2c(=O)n3cccc(C)c3nc2n(CCOC)c1=NC(C)=O
→ 1	1.2	3.0	0	-13	nt	nt	nt	2.1	101	-19
Cc1c(C(=O)N2CCCCC2)nn(-c2ccc(Cl)cc2)c(=O)c1C#N
→ nt	1.4	5.9	5	-21	1.2	-2	-6	-3.8	117	11
CCN1CCN(CC(O)COc2ccc(C(C)=O)cc2)CC1 (stereo not drawn)
→ -3	2.6	1.1	-4	1	-1.4	16	7	0.9	106	352

Compound activity from PubChem.
